H69AR inhibit: growth inhibitors of human H69AR lung tumor cells; H69AR lung tumor viability, ATP luminescence, 72 h; active compounds read low; viability, % at 10 µM; 85,000 tested, 6% active;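 active = viability at or below 40%; inactive = viability above 40%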;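 also: multidrug resistant small cell line overexpressing MRP-1 efflux transporter; 100% = mean luminescence of untreated control wells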
IL1B cytotox: HUVEC cytotoxicity counter-screen, IL-1B stimulated; HUVEC cell count loss, Hoechst imaging; cell count reduction, % at 2 µM; 94,000 tested, 0.41% active;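 active = cell count reduction more than 3 SD above the screen-wide mean, cut at about 70% in these data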;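 also: normalized per plate to untreated control cells as the no-loss baseline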
PTK2B oligo ant: antagonists of human Pyk2 oligomerization. Q293 cells, Pyk2 FERM NanoBiT luminescence; active compounds read low. 99,000 tested, 0.83% active. Q14289. z-score (the deposit names both 25 µM and 10 µM);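 active = Z-score of -3 or lower, scaled per plate to the spread of control and sample wells; inactive = z-score above -3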;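 also: negative z-score means lost luminescence so less FERM oligomerization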
VCAM1 TNFa inh: reduces TNF alpha induced VCAM1 expression in HUVEC | HUVEC TNFa-induced VCAM-1 immunofluorescence, high-content imaging | inhibition, % at 2 µM | 95,000 tested, 0.48% active | AID 802;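 active = inhibition above the batch mean plus 3 SD, with images confirmed as a hit by eye, cut at about 37% in these data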;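 also: 0% = TNF-stimulated DMSO wells and 100% = unstimulated control wells; not every result past the cut was called active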
HUVEC prolif 384: human endothelial cell proliferation inhibition | HUVEC proliferation, CellTiter-Glo luminescence, 72 h; active compounds read low | viability, % at 10 µM (by protocol) | 86,000 tested, 1.1% active | AID 648;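 active = viability at or below 30%; inactive = viability above 30%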;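 also: 100% = median luminescence of DMSO-only cell control wells on each plate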
Lung fibro prol: blocks proliferation of human lung fibroblasts; LL 47 human lung fibroblast viability, ATP luminescence; active compounds read low; viability, % at 10 µM; 85,000 tested, 1.1% active; AID 719;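 active = viability at or below 50% in the single dose screen; inactive = viability above 50%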;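 also: compound exposure lasted 72 h before the ATP readout; 100% = median luminescence of untreated cell-only wells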
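Material: Human LL 47 lung fibroblast cells | Input: 1,150 cells/well | Buffer or medium: IMEM plus 15% FBS | Compound dosing: 0.1% DMSO in all compound wells | Times: Overnight cell rest, 72 h compound treatment at 37 °C | Signal: CellTiter-Glo luminescence measuring cellular ATP | Measure: % viability versus median cells-only luminescence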
HUVEC tox TNFa: toxic to HUVEC cells under TNF alpha stimulation | HUVEC TNFalpha-stimulated, Hoechst cell count, imaging | cell count reduction, % at 2 µM | 93,000 tested, 0.17% active;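 active = cell count reduction exceeding the screen mean by over 5 SD, scaled to untreated wells per plate, cut at about 78% in these data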;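 also: cells counted after 24 h of TNF alpha exposure following the 1 h pretreatment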
Smad3 inh: blocks human Smad3 binding to FoxH1 peptide | AID 630 | P84022 | inhibition, % at 25 µM | 88,000 tested, 0.29% active | TR-FRET Smad3/Dy647-FoxH1 peptide binding, europium anti-His;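 active = compounds that reduce the energy-transfer binding signal between the protein and its labelled peptide by more than half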;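 also: 0% = Smad3 plus labelled peptide maximal FRET and 100% = peptide-only background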
Target sequence (P84022 whole entry, looked up): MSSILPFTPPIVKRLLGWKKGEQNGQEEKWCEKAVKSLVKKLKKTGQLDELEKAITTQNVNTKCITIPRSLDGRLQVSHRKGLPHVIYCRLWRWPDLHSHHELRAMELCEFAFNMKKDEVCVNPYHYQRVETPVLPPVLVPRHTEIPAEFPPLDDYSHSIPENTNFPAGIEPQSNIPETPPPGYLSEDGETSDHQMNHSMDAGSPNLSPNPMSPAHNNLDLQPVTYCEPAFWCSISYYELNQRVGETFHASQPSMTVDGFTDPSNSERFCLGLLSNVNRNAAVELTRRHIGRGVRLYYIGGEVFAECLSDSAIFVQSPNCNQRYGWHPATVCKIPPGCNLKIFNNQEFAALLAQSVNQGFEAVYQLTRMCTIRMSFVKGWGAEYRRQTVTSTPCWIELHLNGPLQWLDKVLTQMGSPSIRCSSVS
F-actin modifier: modifiers of cytoskeleton assembly; HUVEC TNFa F-actin phalloidin imaging, high content; inhibition, % at 2 µM; 91,000 tested, 0.18% active; AID 836;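 active = inhibition above the batch mean plus 3 SD and confirmed as a hit by visual image inspection, cut at about 30% in these data, passing the limit was not always enough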; also: strong numbers were not always called active
Numbers without * were called inactive; · = no result given; [ ] = another dose, or the depositor's remark. An excerpt; the hit share may differ from the screen's.

SMILES	H69AR inhibit	IL1B cytotox	PTK2B oligo ant	VCAM1 TNFa inh	HUVEC prolif 384	Lung fibro prol	HUVEC tox TNFa	Smad3 inh	F-actin modifier
COc1cccc(OC)c1C(=O)NCCN1CCN(C(=O)c2c(OC)cccc2OC)CC1	84	-10	-0.48	16	98	99	-2	-4[fluorescence artefact?]	14
CCOC(=O)C1CCCN(C(=O)C2CCCN(S(=O)(=O)c3ccc4c(c3)oc(=O)n4C)C2)C1 (stereo not drawn)	87	8	·	3	105	108	-2	-1	-9
Cc1cccnc1-n1c(CCN2C(=O)c3ccccc3C2=O)nc2ccccc2c1=O	98	-19	0.11	-6	87	94	3	2	-15
CCS(=O)(=O)N1CCC(C(=O)Nc2cc(Cl)ccc2O)CC1	101	15	0.2	-2	81	96	-7	5	-4
COc1cc(C=C(C(C)=O)C(C)=O)ccc1O	91	-10	-0.03	8	89	99	-9	5	-5
Cn1c(=O)c(C#N)c(-c2ccccc2)n2cnnc12	95	7	0.56	10	92	94	-18	5	-1
O=C(NCCc1ccccc1)c1cccnc1	96	-16	0.67	-3	108	92	2	-7	-5
O=C(c1ccc(-c2ccccc2)cc1)N1CCC(C(=O)N2CCCC2)CC1	96	-42	-1.8	27	92	102	-2	-3	6
CN(C)c1ccc(/C=c2\sc3nc(-c4ccccc4)nn3c2=O)cc1	97	-52	·	0	95	94	-50	-3	20
COc1cc(N2C(=O)CSC23C(=O)Nc2ccccc23)cc(OC)c1OC (stereo not drawn)	101	-16	-0.88	-19	97	94	·	10	19
COc1ccc(C)cc1S(=O)(=O)N(C)CC(=O)Nc1ccc2c(c1)OCCO2	80	-22	1.3	6	93	106	-25	-4	-10
CC1(C)CC(=O)C=C(NCCCNC2CCCCC2)C1	88	-7	1.1	-13	84	94	4	-10	28
N#Cc1c(-c2ccncc2)c2c([nH]c1=S)CCCC2	·	4	-0.33	11	·	·	-22	·	-9
Cc1ccc(C(C)C)c(OCc2nc(-c3nonc3N)no2)c1	86	-18	·	18	103	92	-29	0	5
CCOC(=O)c1c(NC(=O)Cn2nnc(-c3ccccc3Cl)n2)sc(C)c1C	79	-8	0.77	0	88	95	-10	-12	-8
CCOc1ccc(NC(=O)CN2CCN(CC(=O)Nc3ccc(OC)cc3)CC2)cc1	56	·	-0.02	-4	100	98	-1	-6	25
O=C(Nc1ccc(-n2cnnn2)cc1)C1CCCCC1	83	4	0.4	-4	92	106	-22	-1	·
CSC1CCCCC1(O)CSc1nc2c(cc1C#N)CCCC2 (stereo not drawn)	86	-53	-0.27	-1	99	81	-7	-2	15
Cc1ccccc1C(=O)N/N=C/c1ccc(OCC(=O)N2CCCCC2)cc1	·	·	0.64	1	·	·	-2	·	-6
CCCn1c(NCc2cccc(OC)c2OC)nc2ccccc21	85	-42	0.42	-4	90	100	-24	15	-1
CC12COC3(C(=O)Nc4nccs4)CC1CCC32C (stereo not drawn)	93	4	0.54	4	106	101	-2	-6	8
CC(=O)Nc1ccccc1-c1nc2ccc(C(=O)N3CCN(c4cccc(C)c4)C(C)C3)cc2[nH]c1=O (stereo not drawn)	78	2	·	17	91	100	-19	16	11
Cc1nn(CC(=O)Nc2nnc(CC(=O)N3CCCC3)s2)c(=O)c2ccccc12	99	-14	1.2	1	98	99	-16	-3	-56
CCn1c(CSc2nc3ccccc3s2)nnc1SCC(=O)c1ccc2c(c1)OCCO2	86	-37	0.07	·	99	100	·	7	·
CCOCCOC(=O)C(C)Sc1n[nH]c(=O)[nH]c1=O (stereo not drawn)	97	-18	0.64	20	103	101	-24	-1	7
CCCC(c1nnnn1CC(=O)OCC)N(Cc1cc2c(C)cc(C)cc2[nH]c1=O)C1CCCC1 (stereo not drawn)	74	20	0.86	10	92	103	-23	12[fluorescence artefact?]	-19
O=C(N/N=C\c1ccc(Sc2ccccn2)o1)c1cccc(Br)c1	·	-38	-1.1	5	·	·	7	·	20
Cc1ccc(-c2nn(CC(=O)NCCN3CCOCC3)c(=O)c3ccccc23)cc1	93	-4	1.1	6	95	100	-1	4	10
Cc1ccc2cc(C=C(C#N)C#N)c(N3CCCCC3)nc2c1	·	-37	-0.82	-3	·	·	-4	·	-5
Cc1ccc(N2CCCn3c2cc(C)c(C#N)c3=O)cc1Cl	76	-10	1.7	7	97	107	-19	9	5

Part of the list above, with two lines to a compound:
Every second line gives: H69AR inhibit, IL1B cytotox, PTK2B oligo ant, VCAM1 TNFa inh, HUVEC prolif 384, Lung fibro prol, HUVEC tox TNFa, Smad3 inh, F-actin modifier
Cc1nn(CC(=O)Nc2nnc(CC(=O)N3CCCC3)s2)c(=O)c2ccccc12
→ 99, -14, 1.2, 1, 98, 99, -16, -3, -56
CCn1c(CSc2nc3ccccc3s2)nnc1SCC(=O)c1ccc2c(c1)OCCO2
→ 86, -37, 0.07, ·, 99, 100, ·, 7, ·
CCOc1ccc(NC(=O)CN2CCN(CC(=O)Nc3ccc(OC)cc3)CC2)cc1
→ 56, ·, -0.02, -4, 100, 98, -1, -6, 25
O=C(N/N=C\c1ccc(Sc2ccccn2)o1)c1cccc(Br)c1
→ ·, -38, -1.1, 5, ·, ·, 7, ·, 20

(listing goes on)
SMILES	H69AR inhibit	IL1B cytotox	PTK2B oligo ant	VCAM1 TNFa inh	HUVEC prolif 384	Lung fibro prol	HUVEC tox TNFa	Smad3 inh	F-actin modifier
Cn1cccc1C(=S)N1CCOCC1	·	-109	-0.12	1	94	102	12	9	-16
Cc1nc2ccc(NC(=O)c3ccc(S(=O)(=O)N4CCOCC4)cc3)cc2s1	105	-67	-0.25	8	50	101	-30	-5	12
Cc1cc(=O)[nH]c(Nc2c(C)n(C)n(-c3ccccc3)c2=O)n1	92	5	-0.56	10	103	·	-18	9	9
O=C(Cc1ccc(F)cc1)Nc1c2c(nn1-c1cccc(Cl)c1)CS(=O)C2 (stereo not drawn)	80	8	1.1	-5	88	96	-4	-1	4
COc1cccc(CNC(=O)C2CCC(CNS(=O)(=O)c3cccc4nsnc34)CC2)c1 (stereo not drawn)	73	12	·	4	101	97	-26	8	-6
CC(C)N1C(=O)CCC1C(=O)N1CCC(Cc2ccccc2)CC1 (stereo not drawn)	108	·	·	·	106	98	·	3[fluorescence artefact?]	·
Cc1cccc(N2CCN(S(=O)(=O)c3ccc4c(c3)n(C)c(=O)c(=O)n4C)CC2C)c1 (stereo not drawn)	76	-23	0.13	3	64	85	-5	0	6
Cc1ccc(NC(=O)NC2=N/C(=C(/C#N)C(=O)N3CCCC3)c3ccccc32)cc1	37*	·	0.06	·	105	110	·	-14	·
CC(C)(C)c1ccc(CSc2nnc(-c3ccccn3)n2Cc2ccco2)cc1	·	-20	-2.4	-10	·	·	-11	·	7
Nc1c(C(=O)Nc2ccccc2)sc2nc3c(c(-c4ccco4)c12)CCCC3	98	-10	-1.1	8	73	91	-4	0	-16
COc1ccc2nc(NC(=O)c3ccc(Br)s3)sc2c1	94	-18	-0.87	-2	97	92	-5	8[fluorescence artefact?]	3
COC(=O)c1scc(C)c1N/N=C(\C)c1ccc(F)cc1	103	22	-0.13	9	91	92	14	3	-10
CCC(=O)Nc1ccc(C(=O)CSc2nnc(-c3ccc(O)cc3)n2CC2CCCO2)cc1 (stereo not drawn)	·	-23	-0.02	-48	·	·	1	·	-11
CS(=O)(=O)Nc1ccc2c3c(cccc13)CC2	105	10	0.62	5	97	102	2	3	-20
CCOC(=O)CN=C1CC(C)(C)CC2=C1Sc1ncnc(N(C)C)c1N2	68	-10	1.3	5	113	95	-37	-1[fluorescence artefact?]	-1
Cc1ccc(S(=O)(=O)N2CCN(C(=O)C3=COCCO3)CC2)cc1C	90	20	0.08	26	96	97	29	0	8
Cc1nc2cc(NC(=O)N3c4ccccc4CC3C)ccc2o1 (stereo not drawn)	82	9	-1.6	8	82	101	-13	1	-5
COc1cccc(NC(=O)COC(=O)c2cccnc2)c1	99	-20	0.6	21	90	103	-56	-1	-5
COn1c(SC2CCCCC2)nc2ccccc2c1=O	89	-36	-0.42	14	90	94	-2	1	13
CCOC(=O)CSc1nc2cc(OCC)ccc2cc1C#N	31*	·	0.39	·	63	102	·	5[fluorescence artefact?]	·
O=C(CSc1nnc(-c2ccc(S(=O)(=O)N3CCCC3)cc2)o1)NCc1ccccc1	49	-5	0.26	-10	69	99	-4	-2	-6
Cc1sc2nc(CN3CCOCC3)nc(N3CCOCC3)c2c1C	96	18	-0.19	15	102	91	-34	6	12
CC(C)N=C1SCC(C)(/C=N/O)S1 (stereo not drawn)	99	-28	0.5	-5	104	90	-27	6	18
CC(C)Cn1cnc2c(=O)oc3ccccc3c21	79	-1	0	6	117	101	-16	19	3
CC1CCc2cc(F)cc3c(=O)c(C(=O)O)cn1c23 (stereo not drawn)	101	·	·	·	94	87	·	13	·
CSc1n[nH]c(NC(C)=O)n1	·	-16	-0.34	-14	·	·	1	·	20
Cc1ccc(S(=O)(=O)c2n[nH]n3c2nc(=O)c2ccccc23)cc1	90	0	-0.39	-3	87	98	-25	14[fluorescence artefact?]	13
Cc1[nH]nc2c1C1(CCC(c3ccccc3)CC1)C(C#N)=C(N)O2 (stereo not drawn)	98	86*	-0.11	12	92	98	-13	3	-1
O=C(O)c1ccc2c(c1)C(=O)N(Cc1ccccc1)C2=O	·	-82	-0.48	0	100	99	0	3	-13
C=CCNC(=O)c1ccccc1NC(=O)c1ccccc1	88	-27	-0.96	3	100	106	-6	-5	-8
CCCN1CCN(C(=O)Nc2ccc(C(=O)OCC)cc2)CC1	90	-14	0.41	9	90	96	3	14	-13
Cc1ccc2nc3sc(-c4nnc(-c5ccccc5[N+](=O)[O-])o4)c(N)c3cc2c1	·	-42	·	9	·	·	-5	·	11
COc1ccccc1C1CC(=O)NC(SCC(=O)Nc2ccccc2)=C1C#N (stereo not drawn)	80	-13	·	8	101	96	-20	2	20
COc1cc(OC)c(OC)cc1CNc1cc(C)ccc1OC	93	-87	-0.86	-9	87	·	-43	-2	2
O=C(CSc1nnc(-c2cccs2)o1)c1cccs1	·	-19	0.72	14	98	102	-7	-4	-7
COc1ccc(C(=S)N2CCNCC2)cc1	82	-7	1.4	4	94	100	-54	7	·
Cc1nnc(SCc2ccc3c(c2)OCO3)s1	106	-2	-0.15	10	111	110	-14	0	9
CN(C)S(=O)(=O)NC(c1ccccc1)c1ccccc1	98	16	-1.1	-19	95	102	·	1	-1
CCOc1ccc2c(c1)n(CO)c(=S)n2CO	82	-5	1.5	-12	92	103	-27	-10	8
S=C(NCc1cccnc1)Nc1cccc(Cl)c1	·	-17	1.1	1	·	·	-26	·	7
Cc1noc(C)c1COC(=O)c1cc2ccccc2cc1O	·	-4	-0.17	-9	·	·	-16	·	8
COc1cc2c(cc1O)CCN(C(=O)c1ccco1)C2C (stereo not drawn)	97	-115	-1	-9	83	92	-15	-3	-1
Cc1occc1C(=O)NC(C)C1CCCO1 (stereo not drawn)	95	16	-0.24	-5	95	101	-22	1	8
Cc1cccc(N2CCN(C(=O)Cn3sc4nc(C)cc(C)c4c3=O)CC2C)c1 (stereo not drawn)	0.0*	8	·	23	68	23*	-37	3	-20
COC(=O)CSc1[nH]c(=O)cc(C)c1C#N	110	-9	0.53	-1	105	104	-11	0	·
CCN1CCN(C(=O)C2CCN(S(=O)(=O)c3cccc4cccnc34)CC2)CC1	111	9	·	5	83	106	-11	-13	-11

Screens as filed in PubChem.
